From PubChem BioAssay
Wnt act = Wnt/beta-catenin pathway activators, primary screen, cell-based, plate reader, single point. AID 743398, 2014. activation, % at 9.35 µM. 300,000 tested, 1.2% active. Wnt/beta-catenin reporter cell assay, activator; in the data active = activation above about 30%, passing the limit was not always enough;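 also: 0% = neutral control wells and 100% = positive control wells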
SR-BI DiI inh = inhibitors of SR-BI mediated HDL lipid uptake, primary screen, ldlA[mSR-BI] cells, fluorescence, single point | Scavenger receptor class B member 1 (Mus musculus), Q61009 | ldlA[mSR-BI] CHO cells, DiI-HDL uptake fluorescence, 3 h | inhibition, % at 12.5 µM | 320,000 tested, 0.96% active | AID 488896, 2010;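 active = mean replicate inhibition of at least 70% and a set share of replicates each scoring 70 or more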;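 also: 0% = median of neutral control wells and 100% = median of positive control wells; values of inactives mirror those of a sister screen read the other way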
Target sequence (Q61009 whole entry, looked up): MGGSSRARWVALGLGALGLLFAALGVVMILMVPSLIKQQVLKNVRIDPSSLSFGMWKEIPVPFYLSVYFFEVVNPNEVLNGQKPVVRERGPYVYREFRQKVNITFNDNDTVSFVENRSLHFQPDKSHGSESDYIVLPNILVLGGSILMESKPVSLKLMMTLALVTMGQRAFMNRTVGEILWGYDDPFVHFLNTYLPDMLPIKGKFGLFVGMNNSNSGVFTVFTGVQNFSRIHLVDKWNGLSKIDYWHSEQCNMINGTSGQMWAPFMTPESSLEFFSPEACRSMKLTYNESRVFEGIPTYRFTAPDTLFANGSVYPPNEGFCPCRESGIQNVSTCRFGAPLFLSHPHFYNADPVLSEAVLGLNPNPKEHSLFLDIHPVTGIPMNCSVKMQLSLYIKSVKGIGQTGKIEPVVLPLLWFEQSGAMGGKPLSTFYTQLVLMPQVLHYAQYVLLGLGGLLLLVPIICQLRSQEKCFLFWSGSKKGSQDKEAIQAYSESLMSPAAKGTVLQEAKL
Tat export inh = E. coli Tat export inhibitors, primary screen, MC4100, TorA-mCherry reporter, fluorescence, single point; AID 488895, 2010; inhibition, % at 10 µM; 340,000 tested, 0.036% active;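 active = mean replicate inhibition at least 50% and at least half of replicates individually reaching 50%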;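 also: exported cargo escapes ClpAP degradation while cytoplasmic cargo is degraded and loses fluorescence; 0% = median of neutral control wells and 100% = median of NaSCN control wells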
CAL PDZ FP-1 = CAL PDZ peptide-binding inhibitors, primary screen, biochemical, fluorescence polarization, Cer-tagged CAL PDZ, HTS; Golgi-associated PDZ and coiled-coil motif-containing protein (Homo sapiens), Q9HD26; purified CAL PDZ, TMR-peptide fluorescence polarization, 1 h; inhibition, % at 20 µM; 330,000 tested, 0.02% active; AID 504414, 2011;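 active = highest replicate inhibition of at least 40%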;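 also: plate controls were DMSO neutral control wells for no effect and unlabeled competitor peptide control wells for full effect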
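System: tagged CAL PDZ domain. Schedule: 1 h room-temperature incubation prior to read. Signal: fluorescence polarization (mP). Measure: percent inhibition from loss of millipolarization.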
SR-BI uptake up = activators of SR-BI mediated DiI-HDL uptake, primary screen, ldlA[mSR-BI] CHO cells, DiI fluorescence. 3 h; 100 = double the neutral-control signal. activation, % at 12.5 µM. 320,000 tested, 0.096% active;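 active = mean replicate activation of at least 60% and every replicate at or above 60%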;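 also: 0% = median plate neutral-control signal and 100% = twice that signal; values of inactives mirror those of a sister screen read the other way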
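Material – SR-BI-overexpressing, LDLR-lacking CHO cells · Medium – BSA-supplemented, HEPES-buffered Ham's F12, pH 7.4 · Doses – single concentration · Times – compound with DiI-HDL co-incubation, 3 h at 37 °C · Measured by – bottom-read fluorescence, 550/595 nm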
E coli growth = E. coli V3065 growth inhibition, primary screen, counter-screen for AddAB inhibitor project, absorbance, OD600; 18 h; 330,000 tested, 0.27% active; inhibition, % at 11.9 µM;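 active = inhibition above the campaign's mean inhibition across all tested compounds plus 3 SD, cut at about 9.9% in these data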;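 also: uninfected addAB+ strain grown without phage in ampicillin broth; 0% = DMSO wells and 100% = ciprofloxacin 0.95 µg/ml wells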
CAL PDZ FP-2 = untagged CAL PDZ binding inhibitors, primary screen, biochemical, fluorescence polarization, HTS. Golgi-associated PDZ and coiled-coil motif-containing protein (Homo sapiens), Q9HD26. purified CAL PDZ, TMR-peptide fluorescence polarization, 1 h. inhibition, % at 24.9 µM. 300,000 tested, 0.92% active. AID 602252, 2012;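 active = mean inhibition of at least 30% with at least half of replicates also reaching 30%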;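 also: 0% = DMSO neutral control and 100% = excess unlabeled competitor peptide PRC23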
MITF TRPM1 HTS = activators of MITF-driven TRPM1 promoter reporter, primary screen, cell-based, SK-MEL-5, luciferase, single point. SK-MEL-5 TRPM1-promoter luciferase, 24 h; % of positive control, neutral wells = 0. activation, % at 12.5 µM. 300,000 tested, 0.75% active;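 active = mean activation of at least 80% with every replicate also reaching 80%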;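 also: 0% = neutral control wells and 100% = parthenolide positive control wells; values of inactives mirror those of a sister screen read the other way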
AddAB inh = growth inhibition of E. coli expressing H. pylori AddAB, primary screen, AddAB inhibitor project, absorbance; inhibition, % at 11.9 µM; 330,000 tested, 0.29% active; AID 435030, 2010; in the data active = inhibition above about 12%;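 also: 0% = vehicle wells of infected cells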
phage Ecoli inh = growth loss of phage-infected E. coli, primary screen, RecBCD inhibitor project, absorbance, with phage, HTS | inhibition, % at 11.9 µM | 360,000 tested, 0.26% active | AID 651602, 2012; in the data active = inhibition above about 11%
* marks the source's active call; other numbers are inactive results; . = not tested or not shown.

molecule	Wnt act	SR-BI DiI inh	AddAB inh	CAL PDZ FP-2	phage Ecoli inh	Tat export inh	CAL PDZ FP-1	E coli growth	SR-BI uptake up	MITF TRPM1 HTS
O=C1NCCCC1C(=O)N1CCN(C(c2ccccc2)c2ccccc2)CC1 (centres undefined)	-1	8	2.0	0	0.9	-1	-1.1	-1.2	-8	2
COc1c(C(=O)Nc2ccccc2N2CCOCC2)cc2ccccc2c1Br	-2	38	-1.4	-3	1.6	9	-0.9	-0.8	-38	-7
CN(C)c1cccc(NC(=O)c2cccc3ccccc23)c1	0	38	1.0	-8	-0.1	3	-1.4	4.5	-38	-12
Cc1ccc(S(=O)(=O)N2CCOCC2)cc1NC(=O)CSc1ncccn1	-1	-27	3.4	14	2.5	-3	-1.4	-0.8	27	1
CC1(C)Oc2ccc3ccc(=O)oc3c2/C(=C/NNC(N)=O)C1=O	4	-43	-1.0	7	-0.2	-1	-0.2	0.9	43	.
CC1(c2nnc(-c3cccc(Cl)c3)o2)CC(c2ccccc2Br)=NO1 (centres undefined)	-3	-13	2.6	-4	4.7	-2	-0.3	1.2	13	-9
CC(C)(C)C1=NN(c2ccc([N+](=O)[O-])cc2)C(c2ccccc2)C1 (centres undefined)	1	15	3.0	0	0.9	5	-1.7	-0.1	-15	9
Cc1cccc(COCC(Cc2ccccc2)N2CCN(C(=O)c3cccc(C)c3)CCC2=O)c1 (centres undefined)	-8	5	1.9	-3	3.2	9	-0.1	-3.4	-5	-6
O=C(NCCN1CCOCC1)c1ccc(CS(=O)(=O)c2c(Cl)cccc2Cl)o1	-4	-13	3.6	32*	2.3	1	-0.6	-0.2	13	-7
COc1ccc2oc(=O)c(C(=O)OCc3ccccc3)cc2c1	2	-9	0.8	-7	0.2	-1	-0.8	1.0	9	7
Cc1nn(-c2ncc(C(F)(F)F)cc2Cl)c(=O)n1-c1ccccc1	-1	-13	-0.3	-5	2.9	15	-0.5	-2.6	13	3
COCCCNC(=O)CC1C[C@H](C(=O)N2CCOCC2)[C@@]2(C)c3[nH]c4ccccc4c3CCN2C1=O (some centres undefined)	-3	-25	-1.3	-3	2.5	-8	0.9	-1.6	25	-8
CCCCNC(=S)N1CCN(c2ccc(C(C)=O)cc2)CC1	2	11	1.8	-5	1.6	-6	-1.8	2.3	-11	2
COc1cccc(OC)c1C(=O)NC(=S)Nc1cccc(NC(=O)c2ccco2)c1	0	26	3.6	-3	2.7	-3	-1.7	0.7	-26	8
CCC(C)(C)n1nnnc1C(c1ccc(OC)c(OC)c1)N1CCN(C(=O)c2ccco2)CC1 (centres undefined)	-1	-12	1.5	-2	0.4	-1	-2.5	-0.4	12	12
Cc1cc(C)nc(N2CCCC(C(=O)NC(C)C)C2)n1 (centres undefined)	-2	-17	0.4	3	2.3	5	1.2	0.8	17	-9
C/C(=N/NC(=O)CNC(=O)c1ccc2c(c1)OCO2)c1ccc2c(c1)CCCC2	0	20	2.6	-6	4.0	-3	.	-1.2	-20	-1
COC(=O)c1cc(C)sc1NC(=O)CCc1ccccc1	0	16	-2.2	3	1.4	2	.	-2.1	-16	-8
Cc1c(N2C(=O)c3cccc4cccc(c34)C2=O)cnn1C	2	-9	2.2	-6	1.8	-12	-0.3	1.5	9	.
COc1ccc(N(CC(=O)N2CCN(c3ccc(F)cc3)CC2)S(=O)(=O)c2c(C)n[nH]c2C)cc1	0	-3	-0.7	.	2.5	5	-0.9	0.5	3	-7
COc1ccc(C(=O)NCC(=O)N/N=C/C(C)=C/c2ccccc2)cc1OC	.	41	-0.7	-6	0.6	0	-1.1	0.2	-41	5
O=C(CCC(=O)OCc1ccc(Cl)cc1)Nc1ccccc1	0	-17	-1.4	-2	5.9	0	-2.4	0.3	17	-14
O=C(CSc1nnc2ccc(-c3ccccn3)nn12)NCCc1ccccc1	2	3	-1.2	.	4.8	2	-0.7	0.8	-3	-2
CCC(=O)N1CCc2cc(S(=O)(=O)CCC(=O)NCCc3ccccc3)ccc21	.	-31	1.8	-2	0.9	-2	0.5	-0.7	31	11
O=C(NCCNC(=O)c1ccccc1F)c1ccco1	-1	.	2.7	.	-1.0	-9	0.2	-1.8	.	6
CCOC(=O)[C@@H]1[C@H]2COc3ccc(Br)cc3[C@H]2N2C(=O)N(c3ccc(Br)cc3)C(=O)[C@]12C	-8	21	1.6	-3	-1.6	-3	0.3	0.2	-21	-5
Cn1cc(CN2CCN(Cc3cccnc3)CC2)c(-c2ccc3c(c2)OCCO3)n1	-1	-15	-1.2	.	3.9	1	-0.5	0.5	15	10
CC(Oc1ccc2ccc(=O)oc2c1)C(=O)NCCCn1ccnc1 (centres undefined)	4	-16	0.0	0	-0.1	1	-1.0	0.4	16	-4
Cc1ccc(NC(=O)CSc2nc3ncc(Br)cc3[nH]2)cc1C	0	-9	4.5	0	3.0	-12	-0.8	3.6	9	-10
O=C(COc1ccccc1-c1ccccc1)N/N=C/c1ccc2ccccc2c1	-11	9	-1.1	-6	2.3	-3	-0.8	0.3	-9	-23
Cc1ccc(N(C(=O)c2nsc(Cl)c2Cl)C(C(=O)NC2CCCC2)c2ccc(O)cc2)cc1C (centres undefined)	7	11	3.5	0	2.8	1	-0.9	-0.3	-11	7
CCCn1nc(NS(=O)(=O)c2ccc(F)cc2)c2cc3ccccc3nc21	1	3	0.7	-1	1.0	24	2.5	0.3	-3	-5
Cc1cc(C)c(OCC(=O)Nc2nc(-c3ccccn3)cs2)c(C)c1	-1	16	-5.8	0	0.7	14	-2.9	-5.5	-16	-9
Cc1cc2ccccn2c1C(=O)c1ccc([N+](=O)[O-])cc1[N+](=O)[O-]	2	3	4.7	3	1.7	-6	-1.9	-0.6	-3	-19
O=C(CN1C(=O)NC2(CCc3ccccc3C2)C1=O)Nc1ccc(F)cc1 (centres undefined)	.	-3	0.6	-2	3.8	-3	-0.4	-2.1	3	1
Cc1cc(NC(=O)CSCC(=O)Nc2cc(C(F)(F)F)ccc2N2CCOCC2)no1	0	-5	0.1	-1	-1.1	-8	0.1	-0.1	5	4
Cc1c(C)n2c(SCC(=O)N3CCN(c4ccccc4)CC3)nnc2[nH]c1=O	-6	-20	-1.2	-3	2.6	0	0.1	-1.0	20	4
COc1cc(OC)cc(-c2c(-c3cccs3)c3cc(-c4ccc(OC)c(F)c4)ccc3n2C)c1	-5	59	0.7	-2	-0.4	-8	0.3	-0.6	-59	17
CCCCc1ccc(S(=O)(=O)Nc2ccc(C)c(NS(C)(=O)=O)c2)cc1	-3	-11	0.9	-4	0.4	21	-0.1	-1.8	11	.
COc1ccccc1N1CCN(C(C)C(=O)Nc2ccc(S(=O)(=O)N3CCOCC3)cc2)CC1 (centres undefined)	1	-14	6.5	-3	-0.2	6	-0.8	-2.0	14	-4
COc1cccc(N(CC(=O)NC2CCCC2)C(=O)CCC(=O)Nc2cc(C)on2)c1	-2	64	3.3	-1	1.7	12	-2.3	1.8	-64	8
O=C(C1CCOCC1)N1CCCC(N2CCN(c3ccc(F)cc3)CC2)C1 (centres undefined)	3	-5	4.4	-1	-0.7	-1	-1.8	2.8	5	0
COC(=O)c1ccc2nc(NC(=O)CN3C(=O)CCC3=O)sc2c1	2	4	0.6	-12	2.7	0	-0.4	-2.7	-4	-4
CCN(CC)c1ccc(C(=O)NNC(=O)CN2C(=O)NC(C)(c3ccccc3)C2=O)cc1 (centres undefined)	1	37	-1.5	.	7.8	3	0.4	-0.7	-37	14
O=C(NC1CCCC1)c1cc(-c2cccc(Cl)c2)on1	25	0	4.5	0	-0.1	23	-0.3	3.6	0	127*
O=C(NCc1cccs1)c1ccc([N+](=O)[O-])cc1Cl	1	-13	3.1	-6	1.5	-7	0.6	1.7	13	5
CC(C)N(Cc1ccccc1)C(=O)CN1C(=O)COc2ccc(S(=O)(=O)N3CCCCCC3)cc21	-1	15	-0.6	-3	0.5	6	-3.2	-0.1	-15	-13
O=C(O)CSC1=NC(=Nc2cccc(Cl)c2)C2(CCCCC2)N1c1ccccc1	4	-16	3.2	-1	2.8	1	0.8	-2.2	16	-3
CCCNC(=O)CSc1ccc(S(=O)(=O)N2CCCCC2)cn1	-2	-1	.	-3	2.8	-2	-1.0	.	1	6

Arranged by length of the SMILES (falling): 3 of the compounds above.
molecule	Wnt act	SR-BI DiI inh	AddAB inh	CAL PDZ FP-2	phage Ecoli inh	Tat export inh	CAL PDZ FP-1	E coli growth	SR-BI uptake up	MITF TRPM1 HTS
CC(C)N(Cc1ccccc1)C(=O)CN1C(=O)COc2ccc(S(=O)(=O)N3CCCCCC3)cc21	-1	15	-0.6	-3	0.5	6	-3.2	-0.1	-15	-13
CCN(CC)c1ccc(C(=O)NNC(=O)CN2C(=O)NC(C)(c3ccccc3)C2=O)cc1 (centres undefined)	1	37	-1.5	.	7.8	3	0.4	-0.7	-37	14
O=C(NCc1cccs1)c1ccc([N+](=O)[O-])cc1Cl	1	-13	3.1	-6	1.5	-7	0.6	1.7	13	5
